From PubChem
uPA generation: qHTS for Inhibitors of Cell Surface uPA Generation. cell surface uPA generation assay, qHTS. Potency, µM (doses to about 38.3 µM), for inactives: at the top dose activity change, negative = inhibition, hits mostly inhibitors. 0.31% of 330,000 active. AID 540303, 2011; active means well fitted inhibition curve with a large enough effect; inconclusive means small, poorly fitted or top-dose-only effect; inactive means no such curve, though single readings can be large or run the other way; tested in mouse RAW 264.7 cells; further: potency means the concentration at half of the fitted maximal effect; on the % scale 0 is the no-effect control and ±100 the full control effect; nearly all actives have a fitted effect of over 55% in size
TSHR antagonist: Antagonists of the Thyroid Stimulating Hormone Receptor: HTS campaign | Thyrotropin receptor (Homo sapiens), P16473 | TSHR-expressing cells, TSH-stimulated cAMP HTRF, 2 h; hits give low values | activity change, negative = inhibition, % at 11.5 µM | 0.2% of 330,000 active;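 active means activity change below a set negative limit, meaning inhibition stronger than a set level, cut at about -70% in these data; inconclusive means activity change between two set negative limits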; further: on the % scale 0 is the no-effect control and ±100 the full control effect
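Inhibition of cAMP made by TSHR-expressing cells under TSH stimulation (4nM final, EC80; 2 h, 37 deg C) is quantified with a one-step lysis HTRF kit, anti-cAMP cryptate versus cAMP-d2.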
Tb PFK inh: qHTS Assay to Find Inhibitors of T. brucei phosphofructokinase. ATP-dependent 6-phosphofructokinase (Trypanosoma brucei brucei), O15648. T. brucei PFK, ADP-Glo luminescence. Potency, µM (doses to about 57.5 µM), for the others: at the top dose activity, negative = inhibition, actives largely listed as inhibitors. 0.17% of 330,000 active. AID 485367, 2010;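 further: potency means the concentration at half of the fitted maximal effect; 0% = uninhibited 1x PFK enzyme wells and -100% = no-enzyme wells; nearly all actives have a fitted effect of over 60% in size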
Target sequence (O15648 whole entry, looked up): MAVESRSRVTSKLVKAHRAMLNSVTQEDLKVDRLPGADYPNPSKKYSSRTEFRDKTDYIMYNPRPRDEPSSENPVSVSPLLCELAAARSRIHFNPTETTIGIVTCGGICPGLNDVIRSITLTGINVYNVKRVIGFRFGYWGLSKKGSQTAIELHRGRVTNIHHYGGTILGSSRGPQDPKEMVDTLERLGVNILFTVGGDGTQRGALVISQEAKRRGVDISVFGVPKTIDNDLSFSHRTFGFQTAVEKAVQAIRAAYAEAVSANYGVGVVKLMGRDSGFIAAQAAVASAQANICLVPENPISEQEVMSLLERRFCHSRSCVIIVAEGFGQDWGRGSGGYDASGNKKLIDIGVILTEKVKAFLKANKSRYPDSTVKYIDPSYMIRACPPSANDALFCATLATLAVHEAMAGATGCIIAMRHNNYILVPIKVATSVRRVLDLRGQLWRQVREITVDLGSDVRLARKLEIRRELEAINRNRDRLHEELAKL
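Luminescent ADP detection (ADP-Glo, two-step: ATP depletion then ADP-to-ATP conversion for luciferase) reported PFK activity after 45 min room-temperature reaction of 1.25 nM enzyme with 0.5 mM F6P and 0.1 mM ATP at pH 8.0.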
TCR act: Activators of T cell receptors: qHTS campaign; Potency, µM (series often up to 9.22 µM), for inactives: top-dose activation of IL-2 secretion, most hits filed as activators; primary human leukocytes, anti-CD3, IL-2 HTRF, 48 h; 330,000 tested, under 10 active; further: % of control where 0% means no effect
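1) Mix primary human leukocytes, a-CD3 beads and compound. 2) Incubate 48 hr. 3) Add HTRF IL-2 reagents (a-IL-2-K, a-IL-2-d2).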
BCR signal inh: qHTS Assay to Find Inhibitors of Chronic Active B-Cell Receptor Signaling; Potency, µM (highest dose often 46.1 µM), inactives show top-dose ratio change, negative = lower green/red ratio, most hits filed as inhibitors; 0.05% of 340,000 active; ABC-DLBCL IkBa-CBG/CBR reporter, luminescence ratio, 4 h; active means well fitted inhibition curve with a large enough effect in the signal ratio, with a control signal flat, not every such curve was filed as active; inconclusive means small, poorly fitted or top-dose-only effect, or effect the other way, or a change in a side signal; the % refers to the signal ratio;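 further: potency means the concentration at half of the fitted maximal effect; plate controls were basal doxycycline-induced cells for no effect and cells given 10 µM MG132 for full effect; MG132 reads +100%, hits lower the ratio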
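Compounds up to 46 uM were incubated four hours with TMD8 cells whose green CBG68 luciferase is fused to IkappaBalpha; red CBR luminescence normalised the signal, and concentration-effect curves were fitted to fusion, red and ratio data.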
Mito fusion act: qHTS Assay for Small Molecule Inhibitors of Mitochondrial Division or Activators of Mitochondrial Fusion. S. cerevisiae fusion-defective mutant growth rescue, CellTiterGlo 48 h. Potency, µM (highest dose often 46.1 µM), without a hit: top-dose growth rescue (activation), most hits filed as activators. 0.23% of 320,000 active;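 further: potency means the concentration at half of the fitted maximal effect; % of control where 0% means no effect; nearly all actives have a fitted effect of over 45% in size; temperature-sensitive fusion mutants such as fzo1-1 at 37 °C on non-fermentable ethanol glycerol medium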
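Growth-rescue viability read-out: after 48 h at the non-permissive 37C in glycerol/ethanol YPEG, yeast mitochondrial fusion mutants are measured by CellTiterGlo luminescence; compounds (23 nl pinned per well) restoring growth score as division inhibitors or fusion activators.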
PTAP TSG101 blk: qHTS Assay for Iinhibitors of HIV-1 Budding by Blocking the Interaction of PTAP/TSG101 | Tumor susceptibility gene 101 protein (Homo sapiens), Q99816 | Fluorescence polarization, FITC-PTAP peptide / Tsg101 binding | Potency, µM (top dose mostly 115 µM), without a hit: at the highest dose activity change, negative = inhibition, most hits filed as inhibitors | 340,000 tested, under 10 active; active means well fitted inhibition curve with a large enough effect in the main read-out, with a control signal flat, not every such curve was filed as active; inconclusive means small, poorly fitted or top-dose-only effect, or effect the other way, or a change in a side signal; inactive means no such curve, though single readings can be large or run the other way; further: potency means the concentration at half of the fitted maximal effect; % of control where 0% means no effect
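Tsg101 binding domain (10 uM final) was mixed with compound and a FITC-labeled PTAP peptide (50 nM final) in HEPES pH 7.5 buffer with NaCl, Tween 20, EDTA and TCEP; fluorescence polarization was read after 20 min at r.t.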
Eya2 phos inh: qHTS Assay for Inhibitors of the Phosphatase Activity of Eya2; Protein phosphatase EYA2 (Homo sapiens), O00167; recombinant Eya2, OMFP fluorescence dephosphorylation (OMFP is methylfluorescein phosphate); Potency, µM (series often up to 76.9 µM), for inactives: at the top dose activity, negative = inhibition, usual class: inhibitors; 0.006% of 330,000 active; AID 488837, 2010; further: potency means the concentration at half of the fitted maximal effect; on the % scale 0 is the no-effect control and ±100 the full control effect
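Eya2 (0.2 uM) preincubated 10 min at ambient with compound, then OMFP substrate added at 50 uM; 10 min reaction in 50 mM HEPES pH 7.5, 50 mM NaCl, 5 uM MgCl2, 0.05% BSA, 1 mM DTT. Fluorescence read at Ex 485/Em 525 nm.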
B2AR arrestin: qHTS assay of beta-arrestin-biased ligands of beta2-adrenergic receptor. beta-arrestin recruitment to beta2AR, cell-based reporter. 0.02% of 330,000 active. Beta-2 adrenergic receptor (Homo sapiens), P07550. Potency, µM (doses to about 46.1 µM), inactives show at the highest dose activation, actives largely listed as activators. AID 492947, 2010;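 further: potency means the concentration at half of the fitted maximal effect; 0% = DMSO controls and full agonism = EC100 isoproterenol or metaproterenol; nearly all actives have a fitted effect of over 65% in size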
Target sequence (P07550 whole entry, looked up): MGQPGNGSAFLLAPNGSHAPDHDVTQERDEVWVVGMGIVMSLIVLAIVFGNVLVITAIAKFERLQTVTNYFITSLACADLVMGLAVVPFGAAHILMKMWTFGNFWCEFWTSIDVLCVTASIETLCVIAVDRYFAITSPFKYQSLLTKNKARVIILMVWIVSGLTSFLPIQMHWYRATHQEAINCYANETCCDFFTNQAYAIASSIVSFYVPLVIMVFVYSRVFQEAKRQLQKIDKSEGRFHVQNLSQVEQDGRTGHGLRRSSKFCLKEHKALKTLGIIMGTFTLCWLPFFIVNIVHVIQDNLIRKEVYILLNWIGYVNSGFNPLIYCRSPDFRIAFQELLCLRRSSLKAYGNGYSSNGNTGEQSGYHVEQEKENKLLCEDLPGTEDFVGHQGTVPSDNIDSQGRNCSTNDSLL
ELG1 DNA repair: qHTS screen for small molecules that inhibit ELG1-dependent DNA repair in human embryonic kidney (HEK293T) cells expressing luciferase-tagged ELG1. HEK293T ELG1-luciferase reporter, luminescence, 16 h; DNA damage induced by 5-fluorouridine. Potency, µM (titrated, usually from 46.1 µM), inactives show at the top dose activity change, negative = inhibition, actives largely listed as inhibitors. 2.3% of 330,000 active; further: potency means the concentration at half of the fitted maximal effect; on the % scale 0 is the no-effect control and ±100 the full control effect; nearly all actives have a fitted effect of over 55% in size
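Reporter activity after DNA damage by 5-fluorouridine is monitored. Compound-treated cells incubate 16 hr at 37 °C, then ONE-Glo is added for 30 min before luminescence reading.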
USP2a block: qHTS Assay for Inhibitors of Ubiquitin-specific Protease USP2a Using CHOP2 as the Reporter. USP2 core, Ub-CHOP2 coupled fluorogenic reporter, 485/531. Potency, µM (top dose mostly 38.3 µM), for the others: at the highest dose activity change, negative = inhibition, actives largely listed as inhibitors. 0.01% of 330,000 active;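 further: potency means the concentration at half of the fitted maximal effect; plate controls were DMSO wells for no effect and full inhibition by NEM control for full effect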
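USP2 core (10nM final) preincubated 30min RT with compound in 20mM Tris-HCl pH 8.0, 2mM CaCl2, 2mM beta-mercaptoethanol, 0.05% CHAPS; 25nM Ub-CHOP2 plus 25nM reporter substrate added, fluorescence (Ex485/Em531) read after 60min.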
Numbers without * were called inactive; ? = inconclusive; nt = no result given; [ ] = dose if it differs, or a comment. Unless noted, the call rests on the fitted dose curve; in most records, active means well fitted curve in the direction sought with a large enough effect; inconclusive means small, poorly fitted or top-dose-only effect, or another doubt; inactive means no such curve, though single readings can be large; an effect the other way counts as inactive or inconclusive.

Values run as follows: PTAP TSG101 blk, B2AR arrestin, BCR signal inh, TCR act, ELG1 DNA repair, TSHR antagonist, USP2a block, Tb PFK inh, uPA generation, Eya2 phos inh, Mito fusion act
[1] CSc1nc2c(cnn2-c2ccccc2)c(=O)n1N
→ -3%, -0.1%, ?, 2%, ?, -4, 2%, -3%, -12%, -30%, -1%
[2] COc1ccc(CC(=O)Nc2cccc(C)n2)cc1OC
→ 0%, 0.1%, 3%, -1%[46.1 µM], 2%, 6, 3%, -5%, -2%, -2%, -1%
[3] CCOc1ccccc1-n1c(SCC(=O)N2CCCC2)nnc1-c1ccoc1C
→ -1%, -0.5%, -13%, -2%, -2%, 7, 0%, 5%, -2%, 1%, -5%
[4] CC(=O)N1CCc2cc(S(=O)(=O)NCCCN3CCCCC3)ccc21
→ -1%, -0.1%, -1%, -7%, 7%, -6, 3%, -14%, -2%, 0%, 0%
[5] COc1ccccc1NC(=S)NCc1ccccc1Cl
→ -9%, -0.1%, ?, nt, -8%, 11, 0%, -4%, -2%, -23%, -17%
[6] CCCNC(=O)c1n[nH]c(=O)c2ccccc12
→ -5%, -0.2%, 1%, 6%, 8%, 8, 4%, -3%, 2%, -7%, -3%
[7] COC(=O)c1ccc(Oc2cc(C)nc(-n3nc(C)cc3C)n2)cc1
→ -22%, -0.6%, ?, 1%, ?, -3, 0%, 1%, nt, ?, -1%
[8] Cc1ccc(N(Cc2ccc(C(=O)NC3CCCCC3)cc2)S(C)(=O)=O)cc1C
→ -12%, -0.3%, ?, 0%, 0%, 5, -1%, -3%, nt, -5%, -3%
[9] Cc1cccc(C)c1NC(=O)CNC(=O)CCCc1c[nH]c2ccccc12
→ -1%, -0.4%, -6%, 1%, 3%, 0, 1%, -6%, 0%, 1%, -2%
[10] CC(C)n1cc(/C(N)=N/O)c(=O)n(Cc2ccccc2)c1=O
→ 1%, -0.8%, 9%, -4%, -14%, 14, 0%, 9%, -21%, 5%, -2%
[11] CCOC(=O)C1C(C)=C(Nc2ccc(OC)cc2)C(=O)N1c1ccc(OC)cc1 (stereo unspecified)
→ 0%, -1.4%, -2%, -2%[46.1 µM], 25%, 17, 0%, 3%, -2%, 3%, 5%
[12] N/C(Cc1ccc(Cl)c(Cl)c1)=N\OC(=O)c1ccc(Br)o1
→ -1%, -0.6%, ?, 1%, 1%, -26, -1%, ?, 4%, 19%, -27%
[13] C=CCn1c(SC(C)CC)nc(O)cc1=O (stereo unspecified)
→ -2%, -0.1%, 0%, -3%, 2%, 27, 2%, 2%, -1%, 8%, 1%
[14] O=C(NC1CCN(S(=O)(=O)c2ccc(F)cc2)CC1)C1CCCCC1
→ -1%, 0.4%, -2%, -1%, -2%, 2, 11%, 2%, -5%, -3%, 4%
[15] CCOc1ccc(S(=O)(=O)Nc2cccc(C(=O)N3CCN(c4cccc(OC)c4)CC3)c2)cc1
→ -5%, -1.5%, ?, 3%, ?, -15, -1%, 0%, -3%, 18%, -6%
[16] Oc1nc(-c2ccc(Br)cc2)n2ccncc12
→ -3%, -0.2%, 8%, -2%, 12%, 1, -2%, 1%, 2%, -4%, -2%
[17] O=C1CN2CCC1C/C2=C\c1ccnc2c(Cl)cccc12 (stereo unspecified)
→ -10%, -0.5%, -10%, 1%, 10µM*, 9, 3%, -3%, 1%, ?, 12%
[18] O=C(CN1CCOCC1)Nc1c(Cl)cc(Cl)cc1Cl
→ 0%, 0.2%, 8%, 4%, 13%, -2, 0%, 3%, -45%, 2%, 3%
[19] CCCN(C(=O)CN1C(=O)NC2(CCCCCC2)C1=O)C1CCS(=O)(=O)C1 (stereo unspecified)
→ -2%, -0.1%, -3%, 2%, 12%, 12, 1%, -3%, 6%, 10%, 6%
[20] COc1cc(C(=O)Nc2cc(-c3cn4cccnc4n3)ccc2C)cc(OC)c1OC
→ -1%, -0.9%, ?, 6%, ?, 2, 7%, -3%, -1%, 2%, -3%
[21] O=C(CSCCc1ccccn1)Nc1ccccn1
→ -6%, 0.4%, 2%, -10%, -3%, 15, 1%, -4%, 8%, 8%, -2%
[22] CCOC(=O)C1(Cc2ccc(OC)cc2)CCN(C(=O)[C@@H]2CCCN2C(C)=O)CC1
→ -1%, -0.8%, 0%, 1%, 17%, 1, -1%, -3%, 6%, 10%, -3%
[23] COc1ccc(NC(=O)Nc2cccs2)cc1Cl
→ -7%, 0.2%, -22%, 11%, ?, -11, 2%, -2%, -29%, 8%, -2%
[24] CCNC(=S)N(CCc1c(C)[nH]c2ccccc12)Cc1cccnc1
→ -1%, 0.3%, 0%, 1%, -11%, -4, 5%, 0%, 1%, 6%, 9%
[25] CCN1C(=O)/C(=C/N2CCc3ccccc32)SC1=S
→ ?, 0.1%, ?, 1%, ?, 0, 1%, 2%, 2%, 5%, 3%
[26] CCOC(=O)c1sc(NC(=O)c2ccc(S(=O)(=O)N3CCOCC3)cc2)cc1C
→ 0%, 0.0%, -12%, 8%, -3%, -1, 3%, 0%, -11%, 5%, 1%
[27] CC(C)CCOc1ccc(C(=O)NCCC(=O)N2CCOCC2)cc1
→ -5%, -0.2%, 0%, -1%, ?, 11, 0%, -8%, nt, 1%, -2%
[28] CCOC(=O)N1CCN(C(=O)CSc2nnc(-c3ccc(Cl)s3)o2)CC1
→ nt, -0.3%, 0%, nt, 0%, 7, 3%, 0%, nt, -2%, 2%
[29] COc1ccc(/C=N/NC(=O)c2ccc(Cl)cc2)cc1COC(C)=O
→ -3%, -0.1%, -8%, 4%[46.1 µM], 9%, -4, 2%, 2%, 1%, 5%, -1%
[30] C=C1CCN([C@@H](C)C(=O)OCc2cccc(C)c2)S(=O)(=O)c2ccccc21
→ 2%, -0.3%, -2%, 1%, -2%, -11, 4%, 3%, 2%, -4%, -29%
[31] Cc1cnc(C(=O)OCC(=O)c2csc(N3CCCCC3)n2)cn1
→ -4%, 0.0%, ?, -142%, ?, -13, -1%, ?, -1%, -10%, -4%
[32] CCOC(=O)c1ccc2[nH]c3c(c2c1)CCCC3NC=O (stereo unspecified)
→ -3%, 0.3%, 2%, 8%, ?, -3, 1%, -2%, 5%, 4%, 3%
[33] CCOC(=O)c1ccc(CN2C(=O)c3ccccc3S2(=O)=O)cc1
→ -1%, 0.2%, ?, 1%, 4%, -6, -1%, -2%, 1%, -4%, 1%
[34] O=C1NCC(O)=C1C=NCCO
→ -7%, -0.2%, ?, 0%, 14%, 6, 1%, -2%, 9%, 8%, -3%
[35] CSc1nsc(N/N=C/c2ccc3c(c2)OCO3)c1C#N
→ 1%, 0.0%, ?, -9%, ?, -10, -2%, 1%, 13%, 4%, 2%
[36] COc1ccc(OC)c(-c2cc(C(=O)NCCCn3ccnc3)no2)c1
→ -2%, -0.2%, ?, nt, 22%, 6, -2%, 3%, nt, 2%, 3%
[37] CCCCNc1nc(-c2ccccc2)c(C(=O)OCC)cc1C#N
→ -10%, -0.8%, 17%, 7%, -20%, 10, -1%, 2%, -18%, -14%, 7%

Profiles, looked up by structure. Order of values: PTAP TSG101 blk, B2AR arrestin, BCR signal inh, TCR act, ELG1 DNA repair, TSHR antagonist, USP2a block, Tb PFK inh, uPA generation, Eya2 phos inh, Mito fusion act
Entry for CCOC(=O)c1ccc(CN2C(=O)c3ccccc3S2(=O)=O)cc1 → -1%, 0.2%, ?, 1%, 4%, -6, -1%, -2%, 1%, -4%, 1%
Entry for O=C1NCC(O)=C1C=NCCO → -7%, -0.2%, ?, 0%, 14%, 6, 1%, -2%, 9%, 8%, -3%
Entry for Cc1cnc(C(=O)OCC(=O)c2csc(N3CCCCC3)n2)cn1 → -4%, 0.0%, ?, -142%, ?, -13, -1%, ?, -1%, -10%, -4%
